# GRK2 aptamer HTS – human GRK2 inhibition via aptamer displacement; inhibition of aptamer binding, % at 10 µM; AID 488847; actives 0.59% (n = 330,000); P25098; bead flow cytometry, FAM-aptamer displacement from GRK2;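 active = inhibition of aptamer binding above 40%, roughly 3 SD of noise, on plates passing a quality check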;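 also: median bead fluorescence of bound FAM aptamer so fluorescent compounds give negative values; no value below 0 was filed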
# Target sequence (P25098 whole entry, looked up): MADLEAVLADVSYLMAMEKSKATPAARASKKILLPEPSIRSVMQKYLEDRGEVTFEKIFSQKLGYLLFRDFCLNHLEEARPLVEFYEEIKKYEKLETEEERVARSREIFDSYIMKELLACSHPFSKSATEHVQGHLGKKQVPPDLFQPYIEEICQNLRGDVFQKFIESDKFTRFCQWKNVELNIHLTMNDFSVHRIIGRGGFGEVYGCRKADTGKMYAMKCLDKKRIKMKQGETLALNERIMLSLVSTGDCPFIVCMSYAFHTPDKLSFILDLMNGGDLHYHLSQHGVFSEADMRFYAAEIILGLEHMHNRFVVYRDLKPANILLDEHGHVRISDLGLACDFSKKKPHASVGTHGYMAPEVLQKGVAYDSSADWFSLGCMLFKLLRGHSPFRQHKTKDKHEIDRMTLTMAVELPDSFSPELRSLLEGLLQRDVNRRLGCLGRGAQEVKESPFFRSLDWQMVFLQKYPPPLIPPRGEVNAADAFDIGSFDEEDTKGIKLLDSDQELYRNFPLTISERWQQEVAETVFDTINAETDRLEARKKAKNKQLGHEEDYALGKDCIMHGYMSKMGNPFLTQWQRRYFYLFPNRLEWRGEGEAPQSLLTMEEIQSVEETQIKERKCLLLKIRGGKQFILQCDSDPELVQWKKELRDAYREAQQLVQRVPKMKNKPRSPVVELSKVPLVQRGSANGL
# Bcl-xL primary – inhibitors of human Bcl-xL. Q07817. GST-Bcl-xL / FITC-Bim BH3 peptide fluorescence polarization. inhibition, % at 10.9 µM. actives 0.7% (n = 320,000). AID 2129;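 active = inhibition above the mean of all tested compounds plus 3 SD, cutoff set per campaign, cut at about 30% in these data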;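 also: 0% = DMSO wells and 100% = unlabeled Bim-BH3 peptide competitor; inhibitors lower millipolarization by displacing the labeled peptide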
# CR mimetic SO – caloric restriction mimetics inhibiting age-related superoxide in yeast; S. cerevisiae aged cells, superoxide DHE fluorescence; active compounds read low; superoxide response (% of plate mean), % at 10 µM; actives 0.18% (n = 330,000);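 active = superoxide response under a set limit, about three screen SD below normal, cut at about 65% in these data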;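 also: yeast aged for seven days with compound at 30 °C before DHE staining; 100% = average MFI of all compound-treated wells on the plate with controls excluded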
# MCL1 BIM primary – inhibitors of human MCL1 binding to BIM-BH3 peptide; Q07820; GST-MCL1 / FITC-Bim-BH3 fluorescence polarization; inhibition, % at 10.9 µM; actives 0.68% (n = 320,000); AID 2057;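 active = inhibition above the mean inhibition of all tested compounds plus 3 SD, set per campaign, cut at about 40% in these data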;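 also: 0% = DMSO wells and 100% = unlabeled Bim-BH3 peptide control; higher means more loss of mP so more displacement of Bim peptide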
# Target sequence (Q07820 whole entry, looked up): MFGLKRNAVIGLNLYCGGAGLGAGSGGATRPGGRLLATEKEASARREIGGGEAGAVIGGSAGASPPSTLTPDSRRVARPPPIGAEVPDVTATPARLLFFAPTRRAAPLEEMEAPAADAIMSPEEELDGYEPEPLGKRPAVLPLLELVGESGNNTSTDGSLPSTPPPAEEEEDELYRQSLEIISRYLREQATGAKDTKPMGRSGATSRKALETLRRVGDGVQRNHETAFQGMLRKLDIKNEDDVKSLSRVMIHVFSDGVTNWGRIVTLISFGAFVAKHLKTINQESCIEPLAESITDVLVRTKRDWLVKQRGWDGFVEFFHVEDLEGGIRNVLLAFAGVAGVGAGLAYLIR
# CIT2 TOR yeast – modulators of TOR pathway CIT2-GFP in S. cerevisiae | actives 0.065% (n = 320,000) | GFP response vs DMSO, % at 10 µM | S. cerevisiae CIT2-GFP strain, flow cytometry, 3 h; 100 means same as DMSO wells;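 active = GFP response relative to DMSO above a set limit, near the screen mean plus 3 SD, cut at about 150% in these data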;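 also: ratio of well median GFP fluorescence to mean of DMSO wells on the plate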
# GLD-1 TGE inh – GLD-1-TGE RNA interaction inhibition (C. elegans) | inhibition, % at 5.96 µM | actives 0.44% (n = 320,000) | Q17339 | purified GLD-1 + fluorescein TGE RNA, fluorescence polarization;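 active = percent inhibition above a per-plate cutoff, the plate mean of test compounds plus 3 SD, cut at about 30% in these data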;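 also: 0% = DMSO wells with GLD-1 and probe and 100% = wells lacking GLD-1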
# AGP1 TOR yeast – yeast TOR pathway AGP1-GFP modulation; S. cerevisiae AGP1-GFP multiplex flow cytometry, 3 h; GFP as percent of DMSO wells; GFP response vs DMSO, % at 10 µM; actives 0.02% (n = 320,000);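 active = GFP response relative to DMSO above a set limit, near screen average plus 3 SD, cut at about 150% in these data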;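 also: median GFP channel fluorescence of the gated AGP1 strain per well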
# MEX-5 binding – C. elegans MEX-5 TCR-2 RNA binding activity; MEX-5/FITC-TCR2 RNA binding, fluorescence polarization; active compounds read low; Q9XUB2; activity score (negative = inhibition of binding), % at 10 µM; actives 0.38% (n = 300,000);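 active = inhibition past about -25% in most replicates, and total fluorescence under double the plate's negative control median, limit read from the data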;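 also: 0% = DMSO and -100% = 5 µM competing unlabeled TCR2 RNA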
# VLA-4 inh – inhibition in a human VLA-4 binding assay | P13612 | VLA-4 expressing cells, ligand binding flow cytometry | inhibition, % (about 7 µM as worked out from the volumes in the protocol) | actives 0.2% (n = 330,000) | AID 2557; in the data active = inhibition above about 50%
# An asterisk follows results filed as active; i = inactive; . = not tested or not shown. No enrichment for hits; any-hit rate near 2.1%.
SMILES,GRK2 aptamer HTS,Bcl-xL primary,CR mimetic SO,MCL1 BIM primary,CIT2 TOR yeast,GLD-1 TGE inh,AGP1 TOR yeast,MEX-5 binding,VLA-4 inh
Cc1ccc(C(=O)N(C)CC(=O)Nc2cccc(F)c2)cc1S(=O)(=O)N1CCCCC1,2,-6,105,-22,105,-1,109,-0.3,11
O=C(CCCOc1ccc(Cl)cc1Cl)Nc1cccnc1,1,0,92,-5,93,-2,94,3.9,0
Cc1ccc(CNC(=O)C2CCCN(c3nc4ccccc4o3)C2)cc1 (centres undefined),0,-1,99,-5,88,-5,97,2.2,33
CCOc1ccc(Br)cc1C(=O)N/N=C/c1ccccn1,2,1,95,4,93,-2,89,0.8,1
Cc1ccc(-c2nc(S(=O)(=O)c3ccc(C)cc3)c(N3CCOCC3)o2)cc1,2,4,93,12,101,3,107,-2.0,-4
COc1ccccc1NC(=O)C(=O)N/N=C(\C)CC(=O)Nc1ccccn1,1,0,100,4,102,0,96,-1.1,5
CC(C)N(C)Cc1cn(C)nc1-c1ccc(Oc2ccccc2)cc1,4,9,110,-3,82,-1,86,-2.3,18
O=C1CCC(=O)N(O)CCCCCNC(=O)CCC(=O)N(O)CCCCCNC(=O)CCC(=O)N(O)CCCCCN1,0,6,112,12,102,8,105,-0.8,8
Cc1ccc(/C(N)=N/OC(=O)c2ccc(F)cc2)cc1,0,-6,103,-5,170*,6,58,0.2,2
Cc1c(/C(Cc2ccccc2)=N/O)c2ccccc2n1C,0,4,88,15,90,16,92,-0.1,9
CCC(C)Sc1cc(-c2nc3ccccn3c2NC2CCCCC2)ccc1OC (centres undefined),0,6,99,3,88,18,91,1.1,-21
CC(=O)N1CCc2cc(S(=O)(=O)NC(C)c3ccccc3)ccc21 (centres undefined),1,1,78,0,.,7,92,2.0,10
Cc1c(/C=N/n2cnnc2)c2ccccc2n1CCOc1ccc(Cl)cc1,0,4,118,6,97,1,97,2.2,6
CCNC(=O)N1CCOCC1,45*,-13,95,-19,103,-11,101,-3.5,40
COc1cc(C=C(c2nc3ccccc3s2)c2nc3ccccc3s2)ccc1O,1,41*,106,43*,98,-7,94,-1.7,-28

# Some of the entries so far, with two lines to a compound.
# Every second line gives: GRK2 aptamer HTS	Bcl-xL primary	CR mimetic SO	MCL1 BIM primary	CIT2 TOR yeast	GLD-1 TGE inh	AGP1 TOR yeast	MEX-5 binding	VLA-4 inh
> Cc1ccc(C(=O)N(C)CC(=O)Nc2cccc(F)c2)cc1S(=O)(=O)N1CCCCC1
 : 2	-6	105	-22	105	-1	109	-0.3	11
> O=C(CCCOc1ccc(Cl)cc1Cl)Nc1cccnc1
 : 1	0	92	-5	93	-2	94	3.9	0
> Cc1ccc(CNC(=O)C2CCCN(c3nc4ccccc4o3)C2)cc1 (centres undefined)
 : 0	-1	99	-5	88	-5	97	2.2	33
> CCOc1ccc(Br)cc1C(=O)N/N=C/c1ccccn1
 : 2	1	95	4	93	-2	89	0.8	1
> Cc1ccc(-c2nc(S(=O)(=O)c3ccc(C)cc3)c(N3CCOCC3)o2)cc1
 : 2	4	93	12	101	3	107	-2.0	-4
> COc1ccccc1NC(=O)C(=O)N/N=C(\C)CC(=O)Nc1ccccn1
 : 1	0	100	4	102	0	96	-1.1	5
> CC(C)N(C)Cc1cn(C)nc1-c1ccc(Oc2ccccc2)cc1
 : 4	9	110	-3	82	-1	86	-2.3	18
> O=C1CCC(=O)N(O)CCCCCNC(=O)CCC(=O)N(O)CCCCCNC(=O)CCC(=O)N(O)CCCCCN1
 : 0	6	112	12	102	8	105	-0.8	8
> Cc1ccc(/C(N)=N/OC(=O)c2ccc(F)cc2)cc1
 : 0	-6	103	-5	170*	6	58	0.2	2
> Cc1c(/C(Cc2ccccc2)=N/O)c2ccccc2n1C
 : 0	4	88	15	90	16	92	-0.1	9
> CCC(C)Sc1cc(-c2nc3ccccn3c2NC2CCCCC2)ccc1OC (centres undefined)
 : 0	6	99	3	88	18	91	1.1	-21
> CC(=O)N1CCc2cc(S(=O)(=O)NC(C)c3ccccc3)ccc21 (centres undefined)
 : 1	1	78	0	.	7	92	2.0	10

# (list continues)
SMILES,GRK2 aptamer HTS,Bcl-xL primary,CR mimetic SO,MCL1 BIM primary,CIT2 TOR yeast,GLD-1 TGE inh,AGP1 TOR yeast,MEX-5 binding,VLA-4 inh
CC(C)C[C@@H](CO)N1CCN(CCc2ccccc2)CCC1=O,0,2,100,1,74,2,81,-0.6,16
COc1ccc(N2CCN(CC(=O)Nc3ccc(-n4cnnn4)cc3)CC2)cc1,3,7,99,5,107,2,101,-0.2,17
CCOc1ccc(NC(=O)N(C2CCCCC2)C(C)c2ccncc2)cc1 (centres undefined),0,3,86,10,108,0,103,2.0,-4
CCOC(=O)c1sc(=NC(=O)CCSc2ccccc2)n(C)c1C,2,4,110,1,97,-10,96,-1.5,11
O=[N+]([O-])c1ccc(CN2CCN(c3ccccc3)CC2)o1,0,6,101,7,109,7,104,2.0,0
COCc1cc(Sc2ccc(Cl)cc2)nc(C)n1,0,5,87,-5,101,-2,103,2.1,4
COc1ccc(Cc2nnc(NC(=O)CSc3ccc(C)cc3)s2)cc1OC,5,3,106,4,97,0,99,2.8,7
CCOC(=O)c1cc(-c2ccc(/C=C3/C(=O)N(c4ccc(C(=O)O)cc4)N=C3C)o2)ccc1Cl,4,3,80,-4,106,-2,109,2.6,17
O=C(OCc1nc2ccc(Cl)cc2n1CCO)c1ccc(O)cc1,16,8,90,8,93,0,94,0.9,3
CN[C@H]1CCc2cc(OC)c(OC)c(OC)c2-c2ccc(N(C)CC(OC)OC)c(=O)cc21,1,9,90,6,99,6,102,2.9,-18
COC(=O)CNC(=O)COC(=O)/C=C/c1cccs1,6,7,103,12,88,4,99,-1.0,24
O=C(/C=C/Nc1ccc(S(=O)(=O)Nc2cnc3ccccc3n2)cc1)c1cccnc1,1,-3,99,-8,93,2,99,-16,8
COc1ccc(NC(=S)N2CCC(C(=O)c3ccc(OC)cc3)CC2)cc1,1,3,96,6,100,5,97,-3.3,-3
CC(C)(C)/C(O)=C/c1nc2ccccc2oc1=O,0,-3,88,-7,106,-2,105,1.5,2
Cc1ccsc1C(=O)NCCc1ccco1,5,6,145,7,97,8,99,.,0
C[Si](C)(C)n1ccnc1,3,0,100,2,106,4,96,-1.0,8
COCc1ccc(C(=O)NC2CCCN(Cc3ccccc3F)C2)o1 (centres undefined),1,36*,102,-9,101,6,110,-0.2,-1
CC(=O)Oc1ccc(Oc2ccc(-c3noc(C)n3)cc2)cc1,0,2,115,5,100,7,90,0.6,11
Cc1ccc(-n2c(N)cc(=O)nc2SCC(=O)N2CCN(c3ccccc3)CC2)cc1C,0,7,97,1,96,3,105,-0.1,1
CC(=O)c1cccc(NC(=O)C(C)OC(=O)CCCN=C2NS(=O)(=O)c3ccccc32)c1 (centres undefined),1,-3,113,-2,80,4,98,-0.5,4
O=C(CNc1ccccc1OC(F)F)N1CCc2ccccc21,4,-1,106,0,93,1,90,-0.1,19
O=C(CSc1nc(O)c(Cc2ccccc2)c(=O)n1-c1ccccc1)N1CCOCC1,0,7,102,10,113,4,108,4.0,3
O=C(COc1ccccc1)NCC(=O)N/N=C/c1cccs1,1,0,93,3,89,-4,103,-3.5,4
NNC(=O)c1oc2nc(-c3ccccc3)cc(-c3ccccc3)c2c1N,0,2,94,8,99,5,61,2.7,i
Cc1csc(/N=C/c2ccc([N+](=O)[O-])cc2)n1,1,4,92,2,99,4,99,.,18
COc1cccc(NC(=O)CCC2CCN(Cc3nccs3)CC2)c1,1,2,93,-1,100,-1,93,-1.7,2
COc1ccc(NC(=O)CN(C)CC(=O)Nc2ccc(Cl)cc2[N+](=O)[O-])cc1,0,-4,143,-8,87,0,86,2.4,-4
Cc1cc(=O)[nH]c(N/N=C/c2cccc(Br)c2)n1,.,-27,102,-7,101,-1,95,-1.3,5
CSCCC(NC(=O)COc1ccccc1)C(=O)N1CCCCC1 (centres undefined),1,0,105,1,112,-3,103,-0.3,-13
Nn1c(Cc2ccc(F)cc2)n[nH]c1=S,0,-13,124,-2,101,0,97,1.9,1
CCn1c(SCC(=O)N/N=C/C=C/c2ccccc2[N+](=O)[O-])nnc1-c1ccccc1,2,-6,93,-5,93,7,123,-5.0,4
CN(C)S(=O)(=O)c1ccc(N2CCCC2)c(C(=O)Nc2ccccc2)c1,0,-1,85,-5,102,5,104,1.0,4
CCS(=O)(=O)c1nc(S(=O)(=O)c2ccc(C)cc2)c(NCCCN(C)C)s1,1,-1,98,2,93,5,91,1.9,-14
Cc1onc(-c2ccccc2Cl)c1C(=O)NCc1ccc2c(c1)cc(C)n2C,0,66*,144,77*,78,68*,86,0.1,-10
COc1ccc(NC(=O)N2CCN(c3nc4ccccc4n3C(C)C)CC2)cc1,2,-2,92,-3,99,-3,98,0.6,7
CCOC(CNC(=O)Cn1nc(C)c2ccccc21)OCC,1,10,100,-1,97,7,85,1.3,9
CN1C(=S)SC(C)(C)C1(C)NO (centres undefined),3,4,98,15,98,6,102,0.5,3
CCc1ccc(-n2cnc3cc(C(=O)NCC(OC)OC)ccc32)cc1,0,1,98,-5,119,-9,98,0.6,4
COC(=O)/C(C#N)=C/c1c(N2CCN(C)CC2)nc2ccccn2c1=O,1,10,94,10,107,7,100,-1.6,10
Cc1nn(C)cc1C(C(=O)NC1CCCCC1)N(C(=O)Cc1cccs1)c1ccc(Cl)cc1 (centres undefined),2,0,103,1,98,4,100,0.2,7
CC(C)CNC(=S)N1CCC(C(=O)c2ccc3c(c2)OCCO3)CC1,0,6,96,7,96,4,83,-0.6,-3
CC(C)OC(=O)Cn1c(=O)oc2ccccc21,0,0,105,1,105,4,105,-1.3,-4
CCN(CC)CCCNCC(=O)Nc1ccc2c(c1)CCC2,0,2,95,-2,102,4,108,1.1,5
Cn1c(=O)oc2cc(S(=O)(=O)Nc3cccc(F)c3)ccc21,3,8,100,-2,99,6,102,-0.1,1
CC(=O)c1cccc(NC(=O)c2cccc(S(=O)(=O)N(C)C)c2)c1,0,8,97,6,105,4,101,0.8,-2
CC1CCN(C(=O)c2cc(-c3ccc4c(c3)OCO4)on2)CC1,1,0,109,2,97,-4,90,-0.9,5
CN(C)S(=O)(=O)N1CCC(n2nccc2NC(=O)CCCc2ccccc2)CC1,0,-1,92,-8,97,3,106,0.5,10
CCOc1ccc(S(=O)(=O)N(CC(=O)N2CCC(C(N)=O)CC2)c2ccc(F)cc2)cc1,0,5,104,2,103,3,106,-1.3,6
N#CCCn1cc(C(=O)Nc2ccccc2Br)c(-c2cccs2)n1,1,0,107,-3,98,-6,99,0.6,11
Cc1ccc(S(=O)(=O)N2CCCCC2)cc1NC(=O)COC(=O)c1ccccc1F,0,0,92,4,97,-1,102,-1.1,2

# Structures listed above shown as hits in GLD-1 TGE inh:
compound | GRK2 aptamer HTS | Bcl-xL primary | MCL1 BIM primary | CIT2 TOR yeast | GLD-1 TGE inh | AGP1 TOR yeast | MEX-5 binding | VLA-4 inh
Cc1onc(-c2ccccc2Cl)c1C(=O)NCc1ccc2c(c1)cc(C)n2C | 0 | 66* | 77* | 78 | 68* | 86 | 0.1 | -10
